Bioassay records: PubChem, National Center for Advancing Translational Sciences (NCATS)
TRHR ag – agonists of human TRH receptor | P34981 | TRHR cells, calcium flux fluo-8, FDSS agonist mode | activation, % at 2 µM | actives 0.18% (n = 360,000) | AID 493084; in the data active means activation above about 30%; further: 0% is about no effect
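In this calcium-flux screen, cells bearing human TRHR are dye-loaded with fluo-8, baselined for 10 cycles, then exposed to library compounds; positive kinetic calcium responses during the agonist phase mark hits, with TRH as control.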
D1 agonist – activates the human D1 dopamine receptor. HEK293 T-REx D1 cells, calcium flux, agonist mode. activation, % at 2 µM. actives 1% (n = 360,000); in the data active means activation above about 30%; further: 0% is about no effect
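Agonism was scored from calcium flux recorded over 180 s (1 read/s) after pintool compound addition, following a 10-cycle baseline. Cells were inducible force-coupled HEK293 TREx D1, plated overnight at 30 C and loaded with no-wash calcium dye.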
D1 PAM – human D1 dopamine receptor positive modulation; potentiation, % at 10 µM; AID 504651; actives 0.036% (n = 360,000); P21728; HEK293 TREx D1 cells, calcium flux, dopamine EC20 potentiation; in the data active means potentiation above about 30%; further: 0% is about no effect
Anesthetic bind – binds horse apoferritin like a general anesthetic. P02791. apoferritin/1-aminoanthracene competitive binding, fluorescence. Potency, µM (top dose mostly 77.5 µM), for the others: top-dose activity change, negative = displacement, actives largely listed as inhibitors. actives 0.074% (n = 350,000). AID 485281; further: potency means the concentration at half of the fitted maximal effect; on the % scale 0 is the no-effect control and ±100 the full control effect; nearly all actives have a fitted effect of over 20% in size
Target sequence (P02791 2-175 limits assumed): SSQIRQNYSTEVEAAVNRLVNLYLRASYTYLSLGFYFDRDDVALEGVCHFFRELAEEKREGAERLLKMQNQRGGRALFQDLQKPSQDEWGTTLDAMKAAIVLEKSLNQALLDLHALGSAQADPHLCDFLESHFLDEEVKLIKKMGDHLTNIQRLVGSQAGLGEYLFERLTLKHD
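Steps: apoferritin (10 uM) was premixed with half-saturated 1-AMA in PBS, compounds were pin-transferred, plates stood 10 min at room temperature, fluorescence was read at 380/535 nm, and curves were fitted with a Hill equation.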
RXFP1 ag – RXFP1 (human) receptor agonism | Q9HBX9 | HEK293T-RXFP1 cAMP TR-FRET, 30 min; response scale: percent of porcine relaxin response, buffer zero | Potency, µM (series often up to 57.5 µM), for the others: at the top dose activation, actives largely listed as activators | actives 0.3% (n = 370,000) | AID 2676; further: potency means the concentration at half of the fitted maximal effect; on the % scale 0 is the no-effect control and ±100 the full control effect; nearly all actives have a fitted effect of over 60% in size; many of its hits are not listed in these tables
Target sequence (Q9HBX9 whole entry, looked up): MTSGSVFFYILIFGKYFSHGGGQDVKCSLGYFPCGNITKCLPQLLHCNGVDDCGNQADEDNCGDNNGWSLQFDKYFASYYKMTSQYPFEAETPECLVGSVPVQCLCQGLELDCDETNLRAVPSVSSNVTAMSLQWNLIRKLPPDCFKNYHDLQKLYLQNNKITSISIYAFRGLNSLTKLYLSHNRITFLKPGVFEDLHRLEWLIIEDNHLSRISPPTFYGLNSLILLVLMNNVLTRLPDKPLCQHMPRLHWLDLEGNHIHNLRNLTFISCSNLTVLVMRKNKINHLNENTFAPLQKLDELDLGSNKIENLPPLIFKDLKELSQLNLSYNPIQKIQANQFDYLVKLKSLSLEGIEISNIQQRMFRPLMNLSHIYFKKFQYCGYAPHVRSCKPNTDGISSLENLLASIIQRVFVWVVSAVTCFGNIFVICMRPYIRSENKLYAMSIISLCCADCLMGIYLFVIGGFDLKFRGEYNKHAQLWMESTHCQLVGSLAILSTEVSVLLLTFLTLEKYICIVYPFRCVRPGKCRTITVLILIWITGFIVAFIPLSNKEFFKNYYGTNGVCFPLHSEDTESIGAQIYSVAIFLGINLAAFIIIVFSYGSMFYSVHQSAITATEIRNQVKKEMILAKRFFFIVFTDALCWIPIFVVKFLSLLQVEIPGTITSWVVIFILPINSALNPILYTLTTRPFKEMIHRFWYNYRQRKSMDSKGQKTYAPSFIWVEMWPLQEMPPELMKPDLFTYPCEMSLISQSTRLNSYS
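cAMP rise read by TR-FRET after 30 min, 37C compound exposure (up to 58 uM) in RXFP1-transfected HEK293 cells with Ro 20174 present. EC50 from Hill-equation fits, with 29 nM porcine relaxin as 100% and buffer as basal.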
RXFP1 antagonist – blocks the human relaxin receptor RXFP1; AID 1259400; Q9HBX9; actives 0.59% (n = 350,000); activity change, negative = inhibition, % at 57.5 µM; HEK293-RXFP1, relaxin-stimulated cAMP HTRF, 30 min; active compounds read low;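 active means activity change of -60% or lower, but not beyond a set lower limit; inconclusive means change between -60% and -40%, or beyond the set limit; inactive means change above -40%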; further: on the % scale 0 is the no-effect control and ±100 the full control effect
D2 PAM – positive allosteric modulators of human D2 dopamine receptor. P14416. HEK293 T-REx D2, calcium flux, EC20 dopamine potentiation. potentiation, % at 10 µM. actives 0.34% (n = 340,000). AID 485347;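 active means potentiation over 3 SD above the plate norm, cut at about 30% in these data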; further: 0% is about no effect
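Using a no-wash calcium dye in inducible, force-coupled HEK293 Trex cells expressing D2, we tracked fluorescence each second for 180 s after compound, then for 180 s after EC20 dopamine to detect augmented signalling.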
TRHR PAM – allosterically enhances the human TRH receptor. TRHR cells, fluo-8 calcium fluorescence, EC20 TRH enhancement. enhancement, % at 2 µM. actives 0.66% (n = 360,000). P34981. AID 493056; in the data active means enhancement above about 30%; further: 0% is about no effect
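Enhancer read-out: after compound pinning and an initial kinetic agonist-mode read, an EC20 of TRH (10 nM final) was injected and fluo-8 calcium signal (Ex 480/Em 530) followed at 1 s/cycle for 100 cycles in TRHR-expressing cells.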
D1 antagonist – human D1 dopamine receptor antagonism; AID 504652; activity change, negative = inhibition, % at 10 µM; P21728; HEK293 TREx D1 cells, calcium flux, dopamine EC80; active compounds read low; actives 3.2% (n = 360,000); in the data active means activity change below about -30%; further: on the % scale 0 is the no-effect control and ±100 the full control effect
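HEK293 T-REx cells expressing inducible, force-coupled D1 receptor; no-wash Ca dye, 30–90 min RT. Cmpd → 180 s read at 1 Hz → EC80 DA → 180 s read.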
* = called active by the depositor; ? = inconclusive; nt = not tested or not shown; [ ] = remark or other dose. Unless noted, the call rests on the fitted dose curve; in most records, active means well fitted curve in the direction sought with a large enough effect; inconclusive means small, poorly fitted or top-dose-only effect, or another doubt; inactive means no such curve, though single readings can be large; an effect the other way counts as inactive or inconclusive.

SMILES | TRHR ag | D1 agonist | D1 PAM | Anesthetic bind | RXFP1 ag | RXFP1 antagonist | D2 PAM | TRHR PAM | D1 antagonist
CC1(c2nnc(-c3ccncc3)o2)CC(c2c(Cl)cccc2Cl)=NO1 (configuration not stated) | -1.3 | 2 | -1 | 1% | 0.5% | nt | -3 | 0 | -7
CCO[C@H]1OC(C(=O)NCc2nc3ccccc3[nH]2)=C[C@@H](c2csc3ccccc23)[C@@H]1CCCO | 0.2 | 0 | -3 | -9% | -1.4% | nt | -1 | -2 | -6
COc1ccc(/C=N/Nc2nc(-c3cccc(S(=O)(=O)N4CCCC4)c3)cs2)cc1OC | 0.1 | 1 | -4 | -2% | 0.9% | -4 | 1 | -1 | 17
CC(N=C1NS(=O)(=O)c2ccccc21)C(=O)Nc1ccc(F)cc1Cl (configuration not stated) | 0.0 | 3 | -7 | nt | 0.1% | 8 | -5 | 8 | 12
Cn1nnnc1NC(=O)c1ccccc1Cl | -0.2 | 4 | -2 | -7% | -0.6% | -8 | 17 | 1 | 7
CNCCC(=O)N1c2ccccc2CCc2ccc(NC(=O)OC)cc21 | 0.8 | 2 | 14 | -7% | -0.5% | -4 | 3 | 7 | -1
CCOC(=O)Cc1cc(-c2ccc(O)cc2)nc2ccc3ccccc3c12 | 0.4 | 6 | -6 | -11% | 4.0% | -6 | 12 | 0 | -12
CCc1c(C)nc(Nc2nc(C)c3ccc(OC)cc3n2)[nH]c1=O | -0.8 | 0 | -7 | -5% | 1.3% | -13 | -2 | -5 | 1
CCn1c(COc2ccccc2OC)nnc1SCC(=O)NC1CCCC1 | -1.2 | 3 | -16 | -11% | -0.8% | -2 | -5 | -2 | 22
O=C(NCCC1CCCCN1S(=O)(=O)c1ccc(F)cc1)C(=O)NCC1CCCO1 (configuration not stated) | 0.0 | 0 | 2 | nt | 1.3% | -8 | 5 | 4 | 8
COc1ccc(C)cc1NS(=O)(=O)c1ccc2c(c1)N(C)CCO2 | -2.0 | 13 | 1 | -4% | -0.5% | -9 | 9 | -2 | -26
COCCNC(=O)C1CC(=O)N(CCc2ccccc2)C1 (configuration not stated) | 2.1 | 2 | -4 | -5% | 1.9% | -10 | 0 | 3 | 4
COc1ccc(C(=O)Nc2nnc(SCC(=O)NCc3ccco3)s2)cc1OC | 1.1 | 0 | 0 | 0% | 8.6% | -5 | 9 | 1 | 13
Cc1cccc(Nc2nnc(-c3ccc(C)c(S(=O)(=O)N4CCOCC4)c3)c3ccccc23)c1 | 0.0 | 0 | -2 | 266%[activator] | -0.4% | 1 | 3 | 11 | -12
Cn1c(SCC(=O)Nc2nc3ccccc3s2)ncc(C(=O)Nc2ccccc2)c1=O | 0.2 | -3 | -3 | -6% | 0.5% | -6 | -3 | -2 | nt
Cc1ccc(-n2nnnc2-c2nc3ccccc3s2)cc1 | 0.0 | 2 | 2 | -3% | 15% | -4 | 3 | 1 | 0
CCOC(=O)N1CCN(C(=O)c2ccc3c(c2)ncn3C2CCCC2)CC1 | -0.5 | 1 | -5 | -7% | 1.6% | -14 | 8 | 34* | -12
CC1=NCCN1S(=O)(=O)c1ccccc1[N+](=O)[O-] | 0.1 | -1 | -8 | -3% | 2.3% | 16 | -2 | 3 | 6
COc1ccc(C(=O)N2CCC(c3ccccc3)CC2)c(OC)c1OC | -1.1 | 6 | 1 | -6% | -1.7% | -16 | -3 | -3 | 7
O=C(NCCCN1CCOCC1)c1sc2cc([N+](=O)[O-])ccc2c1Cl | 0.6 | 4 | -3 | -19% | 4.1% | -17 | -3 | 0 | 3
CSc1ccc(CNCc2c(C(=O)O)c(C)n(Cc3ccc(F)cc3Cl)c2C)cc1 | 0.1 | 1 | -3 | -7% | 0.9% | -5 | nt | -2 | -19
O=C(O)c1ccc(Cl)c2c1C1C=CCC1C(c1ccccn1)N2 (configuration not stated) | 2.6 | 3 | nt | -9% | 2.3% | nt | -16 | -8 | 4
NC(=O)c1nsc(C(=O)N(CC(=O)NCc2ccccc2)c2cccc(F)c2)c1N | -0.5 | 0 | -5 | 3% | -4.4% | 1 | 17 | 7 | 1
O=c1[nH]c2ccc(S(=O)(=O)N3CCN(c4ccccc4)CC3)cc2[nH]c1=O | 0.1 | 6 | -3 | -19% | -0.1% | 7 | 1 | 6 | -1
Cc1cccc(-c2noc(-c3ccccc3C(=O)NCC3CCCO3)n2)c1 (configuration not stated) | -0.6 | 1 | -4 | ? | -0.8% | -5 | -2 | -6 | 8

Going on with the list:
SMILES | TRHR ag | D1 agonist | D1 PAM | Anesthetic bind | RXFP1 ag | RXFP1 antagonist | D2 PAM | TRHR PAM | D1 antagonist
Cc1nc2c(c(=O)c3ccccc3n2C)c(=O)n1C1CCCCCC1 | 33* | 154* | 0 | 4% | ? | -5 | 7 | -6 | 9
Cc1nc(CN(C)C(=O)c2cc(COc3ccc4ncccc4c3)on2)cs1 | 0.7 | 16 | -2 | -12% | 3.8% | -8 | 8 | -4 | -37*
Cc1cc(C)cc(-n2nnc(-c3nc(-c4ccccc4F)no3)c2C)c1 | -0.1 | 1 | -2 | 0% | -2.6% | -11 | -5 | -1 | -1
Cc1cc([N+](=O)[O-])ccc1NC(=O)CSc1nncn1-c1cccnc1 | -0.9 | 3 | -8 | 2% | 0.2% | -6 | -20 | 3 | -16
Cc1cc(C(=O)Nc2ccccc2C)c2ccccc2n1 | 0.0 | 1 | -6 | -11% | 0.0% | 10 | -7 | -8 | 3
Cc1onc(NC(=O)NC(=O)c2c(F)cccc2Cl)c1Br | -0.1 | 3 | -6 | -15% | -0.5% | -5 | nt | -2 | -3
C=CCC(=O)OCC(=O)Nc1ccc(Cl)cn1 | -0.3 | 1 | -7 | ? | 0.7% | -5 | -3 | -1 | 20
COc1ccc(N2CS(=O)CC2=O)cc1 (configuration not stated) | 0.6 | 5 | 5 | -1% | -1.2% | 19 | -8 | 4 | 0
NS(=O)(=O)c1ccc(CCNC(=O)c2cccc([N+](=O)[O-])c2)cc1 | 1.6 | 1 | -2 | -1% | -1.1% | -29 | -6 | -3 | 5
CCOc1ccccc1/C=C/c1onc(C)c1S(=O)(=O)N1CCC(C(=O)NC(C)C)CC1 | -0.2 | 1 | 2 | -3% | 1.2% | 2 | -3 | 2 | 6
O=C(CCN1C(=O)[C@@H]2Cc3ccccc3CN2C1=O)N[C@H](C(=O)O)c1ccccc1 | 0.5 | 6 | 5 | -8% | 0.3% | 5 | 2 | 1 | 4
COc1ccc(C)cc1NC(=O)C(NCC(O)c1ccccc1)c1ccccc1 (configuration not stated) | -0.4 | 0 | -8 | ? | 2.3% | 7 | -14 | -13 | -8
COc1ccc(Cn2c(C(=O)O)c(CNCCc3cccs3)c3ccc(OC)cc32)cc1 | 0.3 | 1 | -3 | ? | -1.1% | nt | 2 | -11 | 10
COc1ccccc1C1CC(c2ccc(NS(C)(=O)=O)cc2)=NN1S(=O)(=O)c1ccccc1 (configuration not stated) | 0.3 | 5 | 0 | -9% | 1.4% | -11 | -1 | 3 | 4
Oc1c(C(c2ccccc2)N2CCN(Cc3ccccc3)CC2)sc2ncnn12 (configuration not stated) | 0.1 | 2 | -4 | -11% | 0.0% | 19 | 11 | 2 | 6
Cc1nn(C(=O)c2c(-c3ccccc3)noc2C)c(C)c1N=Nc1cc(C(F)(F)F)cc(C(F)(F)F)c1 | 0.4 | 2 | 5 | 0% | -0.8% | -15 | -5 | 5 | 4
CC(=O)C1=NOC2C(=O)N(c3ccccc3)C(=O)C12 (configuration not stated) | 0.3 | 1 | -3 | -11% | 1.2% | -3 | -9 | 1 | 7
CC(=O)c1ccc(OCCCC(=O)Nc2ccc(C)c(S(=O)(=O)N3CCCCC3)c2)cc1 | 1.8 | 20 | -5 | nt | 0.1% | 6 | 12 | 4 | -36*
COC(=O)CSc1nc2ccccc2c(=O)n1C | 0.4 | 3 | 7 | -18% | 0.0% | 2 | 5 | 2 | 7
COC(=O)C1=C(c2ccccc2)c2ccccc2S(=O)(=O)N1CC(=O)Nc1ccccc1Cl | 1.0 | 2 | 3 | 4% | 4.3% | nt | -2 | -6 | 7
CCc1cccc(N(C(=O)c2csnn2)C(C(=O)NC(C)(C)CC)c2ccccn2)c1 (configuration not stated) | -0.8 | 4 | 2 | -15% | -1.1% | 1 | 7 | 10 | 1
CC(C)OC(=O)c1cc(NC(=S)Nc2ccc([N+](=O)[O-])cc2)cc(C(=O)OC(C)C)c1 | 2.1 | 2 | -3 | -18% | -0.1% | -4 | nt | 22 | 5
CC(C)CSc1oc(-c2ccco2)nc1S(=O)(=O)c1ccccc1 | -0.7 | 4 | 1 | -14% | 7.2% | -2 | 16 | -3 | -9
O=c1oc2ccccc2c(Nc2ccc(Cl)cc2)c1[N+](=O)[O-] | -0.4 | 33* | -11 | -20% | -3.7% | -1 | 10 | 10 | -4
Cc1nc(SCC(=O)NC(=O)NCc2ccco2)nc(C)c1C | 0.1 | 4 | -3 | -2% | 6.9% | -6 | -4 | -5 | 8
COc1ccc(-n2nnnc2SCC(=O)c2cccc(OC)c2)cc1 | -0.1 | 4 | -2 | ? | -0.3% | 4 | -5 | 1 | -21
COC(=O)c1[nH]c2cccc(OC)c2c1NC(=O)CCN1CCC(C)CC1 | -1.2 | 0 | 0 | -3% | -2.0% | nt | 15 | 3 | 6
c1cc2nnnn2nc1N1CCCCC1 | 0.3 | 0 | -1 | -15% | 1.3% | -7 | -7 | -1 | -3
O=S(=O)(Nc1cccc(F)c1)c1ccc2[nH]c3c(c2c1)CCCCC3 | 1.2 | 3 | -2 | -6% | -2.6% | -21 | -7 | -6 | 22

Ordered by molecular weight (descending): part of the list above
SMILES | TRHR ag | D1 agonist | D1 PAM | Anesthetic bind | RXFP1 ag | RXFP1 antagonist | D2 PAM | TRHR PAM | D1 antagonist
CC(=O)c1ccc(OCCCC(=O)Nc2ccc(C)c(S(=O)(=O)N3CCCCC3)c2)cc1 | 1.8 | 20 | -5 | nt | 0.1% | 6 | 12 | 4 | -36*
Cc1cc([N+](=O)[O-])ccc1NC(=O)CSc1nncn1-c1cccnc1 | -0.9 | 3 | -8 | 2% | 0.2% | -6 | -20 | 3 | -16
Cc1nc(SCC(=O)NC(=O)NCc2ccco2)nc(C)c1C | 0.1 | 4 | -3 | -2% | 6.9% | -6 | -4 | -5 | 8

2 consecutive entries already listed, for reference:
SMILES | TRHR ag | D1 agonist | D1 PAM | Anesthetic bind | RXFP1 ag | RXFP1 antagonist | D2 PAM | TRHR PAM | D1 antagonist
c1cc2nnnn2nc1N1CCCCC1 | 0.3 | 0 | -1 | -15% | 1.3% | -7 | -7 | -1 | -3
O=S(=O)(Nc1cccc(F)c1)c1ccc2[nH]c3c(c2c1)CCCCC3 | 1.2 | 3 | -2 | -6% | -2.6% | -21 | -7 | -6 | 22

Some of the compounds tested, so the mix of outcomes need not match the whole.
